Ecoli viability = reduces bacterial viability in AddAB counter-screen; E. coli V3065 growth, OD600 absorbance, 18 h; inhibition, % at 11.9 µM; 330,000 tested, 0.27% active;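 active = inhibition above the campaign's mean inhibition across all tested compounds plus 3 SD, cut at about 9.9% in these data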;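 also: uninfected addAB+ strain grown without phage in ampicillin broth; 0% = DMSO wells and 100% = ciprofloxacin 0.95 µg/ml wells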
phage Ecoli inh = E. coli growth loss with phage present. growth absorbance. inhibition, % at 11.9 µM. 360,000 tested, 0.26% active; in the data active = inhibition above about 11%
PvdQ inh = blocks Pseudomonas aeruginosa PvdQ acylase activity. AID 488965. inhibition, % at 10 µM. purified PvdQ acylase, fluorescence plate reader. 340,000 tested, 0.063% active; in the data active = inhibition above about 30%, passing the limit was not always enough;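 also: 0% = vehicle neutral wells and 100% = reference inhibitor wells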
PfHsp90 set2 = growth inhibition of yeast expressing Plasmodium Hsp90; S. cerevisiae expressing PfHsp90, BacTiter-Glo ATP, 48 h; yeast lacking PDR1 and PDR3 efflux regulators; inhibition, % at 9.4 µM; 310,000 tested, 0.32% active; AID 504621;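 active = every replicate shows inhibition above about 80%, whatever the replicate mean, limit read from the data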;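 also: 0% = DMSO neutral controls and 100% = 20 µM radicicol positive controls; yeast relying on Plasmodium falciparum Hsp90 in place of its own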
CAL PDZ inh = inhibitors of human CAL PDZ peptide binding; purified CAL PDZ, TMR-peptide fluorescence polarization, 1 h; inhibition, % at 20 µM; 330,000 tested, 0.02% active; AID 504414;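 active = highest replicate inhibition of at least 40%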;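 also: plate controls were DMSO neutral control wells for no effect and unlabeled competitor peptide control wells for full effect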
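System: tagged CAL PDZ domain. Schedule: 1 h room-temperature incubation prior to read. Signal: fluorescence polarization (mP). Measure: percent inhibition from loss of millipolarization.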
Tat export inh = inhibitors of E. coli Tat protein transport. E. coli MC4100 TorA-mCherry Tat export, fluorescence. 340,000 tested, 0.036% active. inhibition, % at 10 µM. AID 488895;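 active = mean replicate inhibition at least 50% and at least half of replicates individually reaching 50%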;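 also: exported cargo escapes ClpAP degradation while cytoplasmic cargo is degraded and loses fluorescence; 0% = median of neutral control wells and 100% = median of NaSCN control wells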
DAGLB inh = blocks human DAGLB lipase activity | Q8NCG7 | HEK293T DAGLB membrane lysate, EnzChek fluorogenic substrate | inhibition, % at 5.17 µM | 340,000 tested, 0.059% active | AID 504411; in the data active = inhibition above about 34%;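 also: 0% = enzyme with vehicle and 100% = wells lacking enzyme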
Target sequence (Q8NCG7 whole entry, looked up): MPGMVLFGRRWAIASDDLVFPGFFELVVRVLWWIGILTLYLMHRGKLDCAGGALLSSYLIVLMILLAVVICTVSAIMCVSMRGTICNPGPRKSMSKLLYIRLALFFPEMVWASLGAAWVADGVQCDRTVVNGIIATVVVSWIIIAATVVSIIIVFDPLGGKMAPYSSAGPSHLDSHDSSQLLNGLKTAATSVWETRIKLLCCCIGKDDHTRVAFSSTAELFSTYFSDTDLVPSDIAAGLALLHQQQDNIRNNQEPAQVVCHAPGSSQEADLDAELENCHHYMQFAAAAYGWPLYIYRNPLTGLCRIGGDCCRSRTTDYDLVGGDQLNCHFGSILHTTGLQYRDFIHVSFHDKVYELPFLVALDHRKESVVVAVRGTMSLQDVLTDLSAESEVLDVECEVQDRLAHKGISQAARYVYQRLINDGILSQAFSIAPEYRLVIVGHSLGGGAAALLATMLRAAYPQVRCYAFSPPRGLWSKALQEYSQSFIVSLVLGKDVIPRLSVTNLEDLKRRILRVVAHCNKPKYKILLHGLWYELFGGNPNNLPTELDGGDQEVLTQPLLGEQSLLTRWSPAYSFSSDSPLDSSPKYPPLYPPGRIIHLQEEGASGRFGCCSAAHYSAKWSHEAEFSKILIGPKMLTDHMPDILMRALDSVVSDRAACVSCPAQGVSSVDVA
AddAB inh = less growth of phage-infected E. coli with AddAB; E. coli expressing H. pylori AddAB, absorbance growth; inhibition, % at 11.9 µM; 330,000 tested, 0.29% active; AID 435030; in the data active = inhibition above about 12%;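 also: 0% = vehicle wells of infected cells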
Wnt act = activators of Wnt/beta-catenin signaling; Wnt/beta-catenin reporter cell assay, activator, plate reader; activation, % at 9.35 µM; 300,000 tested, 1.2% active; AID 743398; in the data active = activation above about 30%, passing the limit was not always enough;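 also: 0% = neutral control wells and 100% = positive control wells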
Rtt109 Vps75 = blocks Candida albicans Rtt109/Vps75 acetyltransferase activity; inhibition, % at 34.9 µM; 330,000 tested, 0.16% active; AID 540336; purified Rtt109/Vps75, ThioGlo CoA-SH fluorescence, 4 h;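 active = inhibition of at least 50% in every replicate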
Target sequence (Q5AAJ8 whole entry, looked up): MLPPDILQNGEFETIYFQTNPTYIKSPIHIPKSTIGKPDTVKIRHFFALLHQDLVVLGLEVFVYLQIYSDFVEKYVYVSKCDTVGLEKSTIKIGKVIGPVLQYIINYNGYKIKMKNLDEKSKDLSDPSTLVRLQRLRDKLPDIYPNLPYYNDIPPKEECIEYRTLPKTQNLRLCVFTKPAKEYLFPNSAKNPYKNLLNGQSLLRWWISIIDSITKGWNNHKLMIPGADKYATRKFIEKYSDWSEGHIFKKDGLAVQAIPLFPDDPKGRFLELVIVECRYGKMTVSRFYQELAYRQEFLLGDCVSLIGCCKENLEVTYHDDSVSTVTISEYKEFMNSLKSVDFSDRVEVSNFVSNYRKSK
* = called active by the depositor; nt = no result given.

Compound,Ecoli viability,phage Ecoli inh,PvdQ inh,PfHsp90 set2,CAL PDZ inh,Tat export inh,DAGLB inh,AddAB inh,Wnt act,Rtt109 Vps75
NNc1nc(Nc2ccccc2)nc(Nc2ccccc2)n1,0.0,3.0,-7,14,-2.9,-6,1,0.0,2,-5
COc1cc(OC)c(C2=NOC(C(=O)NCc3cccnc3)C2)cc1Cl (stereo not given),1.0,5.8,-11,-9,-1.3,-1,-5,0.6,-3,-1
O=C(NC1CC1)c1cccc(NC(=O)C2CCN(S(=O)(=O)c3cccc(C(F)(F)F)c3)CC2)c1,nt,2.8,-16,nt,-1.3,-7,1,nt,-24,-12
COC(=O)C(Cc1ccc(O)cc1)NC(=O)C(C)Oc1ccccc1 (stereo not given),-2.6,-1.1,-12,4,-0.3,-3,-1,-0.7,nt,0
CN(C(=O)CN1C(=O)c2ccccc2S1(=O)=O)C1CCCCC1,-3.0,3.0,-9,nt,0.4,0,2,0.7,-2,1
CCN(CC(=O)Nc1ccc(NC(C)=O)cc1)C(=O)c1ccc(N2CCCC2)c([N+](=O)[O-])c1,nt,0.5,-8,-18,-2.1,-10,4,nt,-1,-2
COc1cccc(N(CC(=O)NCCSCc2ccc(C)cc2)S(C)(=O)=O)c1,nt,1.8,1,-2,0.0,-8,-1,nt,1,13
CNc1nc(=O)n(C2CCCO2)cc1C (stereo not given),nt,2.1,-13,13,0.1,4,0,nt,-3,13
CC#CC(=O)N1CCCC(C(=O)c2ccc(SC)cc2)C1 (stereo not given),-0.3,0.2,6,3,-1.9,23,0,4.3,1,11
COc1ccc(/C(C)=N/N2CCCCC2)c(O)c1,-1.7,1.9,-9,-4,-0.5,-6,-5,-1.7,1,-9
Nc1ncnc2c1ncn2[C@@H]1O[C@H](CNS(=O)(=O)C2CC2)[C@@H](O)[C@H]1O,-0.5,-0.2,-14,11,0.1,-7,1,-2.8,-1,1
CCNC(=O)Cn1cc(C(F)(F)F)cc(Cl)c1=O,-1.1,2.8,-11,12,-2.0,-7,0,-1.6,1,-2
Cc1ccc(N2C(=O)C3ON(c4ccccc4)C(c4ccncc4)C3C2=O)c(C)c1 (stereo not given),1.2,0.8,0,-48,0.3,-4,-1,1.2,0,2
Cn1c(C(O)c2ccccc2)nc(Cl)c1Cl (stereo not given),2.0,2.2,-11,0,-1.7,3,-4,2.5,nt,0
O=C(Nc1ccn(Cc2ccccc2F)n1)c1ccc(COc2ccc(Cl)cc2Cl)o1,-1.8,2.1,-10,21,-3.7,3,-10,0.5,nt,2
O=C(Nc1cccc(Cl)c1)Nc1ccccc1C(=O)O,0.8,0.5,2,-18,-2.7,0,5,3.9,2,30
CCN1C(=O)C2(C(C(=O)c3ccc(C)o3)=C(O)C(=O)N2CCCN2CCOCC2)c2ccccc21 (stereo not given),0.7,-0.3,-14,6,-2.1,-6,-1,0.9,nt,-2
CCN(c1ccccc1)S(=O)(=O)c1ccc(Cl)c(NC(=O)COC(=O)c2ccc(Cl)c(N)c2)c1,-0.9,1.7,-5,-21,1.8,2,-4,1.5,0,-4
CCOC(=O)c1ccc(NC(=O)CNC(=O)C2CCCCC2)cc1,-0.1,6.5,11,-1,0.6,-13,-2,-1.4,-1,8
COc1ccccc1NC(=O)Cc1noc(CSc2nnc(N)s2)n1,2.1,1.8,7,-11,-0.7,6,-2,3.3,nt,-5
S=C1NCCc2ccc(Cl)cc2C1c1ccccc1Cl (stereo not given),0.2,2.2,-15,-10,-0.8,-4,-1,5.0,nt,1
O=c1c2cc3c(nc2[nH]c(=S)n1-c1ccccc1)CCCC3,-0.2,1.7,-13,16,0.1,-6,0,1.4,3,-4
c1cnc(Nc2nc(-c3ccc4ccccc4c3)cs2)nc1,2.2,0.0,-2,-6,-1.6,-3,1,1.4,16,1
CC1=C(C(=O)Nc2cccc([N+](=O)[O-])c2)C2(CCC(C)CC2)OC1=O (stereo not given),-0.5,2.0,10,8,-3.1,0,-2,1.2,3,nt
CN(CCOC(=O)/C=C/c1ccco1)Cc1ccccc1,0.9,3.6,-14,3,-1.7,0,-2,3.7,-1,13
Cc1ccc2nc(N/C(N)=N/S(=O)(=O)c3ccc([N+](=O)[O-])cc3)nc(C)c2c1,0.6,3.4,-11,-20,-0.7,0,0,1.5,9,1
COc1ccc(C2=CC(=O)C[C@H](c3ccc(OC)c(OC)c3)C2)cn1,0.2,4.9,-3,10,-0.6,-1,3,-0.8,-2,7
O=C(NNc1cccc(Cl)c1)c1cccnc1Cl,-0.2,3.8,-4,15,-1.6,-3,1,2.9,2,nt
O=c1o[nH]c(-c2ccccc2)c1C=Nc1ccc(Cl)cc1,-0.6,3.3,-9,nt,-1.8,-2,-1,0.5,7,-7
COc1ccc(-c2ccc3c(c2)[C@@H]2C[C@H](N(C)C(=O)Nc4ccccc4)[C@H]([C@H](C)O)C(=O)N2CC3)cc1,nt,1.4,-14,-1,-1.6,-1,-3,nt,-2,-13

Gathered by group: the compounds so far with a nitro group on carbon (3)
Compound,Ecoli viability,phage Ecoli inh,PvdQ inh,PfHsp90 set2,CAL PDZ inh,Tat export inh,DAGLB inh,AddAB inh,Wnt act,Rtt109 Vps75
CCN(CC(=O)Nc1ccc(NC(C)=O)cc1)C(=O)c1ccc(N2CCCC2)c([N+](=O)[O-])c1,nt,0.5,-8,-18,-2.1,-10,4,nt,-1,-2
CC1=C(C(=O)Nc2cccc([N+](=O)[O-])c2)C2(CCC(C)CC2)OC1=O (stereo not given),-0.5,2.0,10,8,-3.1,0,-2,1.2,3,nt
Cc1ccc2nc(N/C(N)=N/S(=O)(=O)c3ccc([N+](=O)[O-])cc3)nc(C)c2c1,0.6,3.4,-11,-20,-0.7,0,0,1.5,9,1

Later entries
Compound,Ecoli viability,phage Ecoli inh,PvdQ inh,PfHsp90 set2,CAL PDZ inh,Tat export inh,DAGLB inh,AddAB inh,Wnt act,Rtt109 Vps75
O=C(CCc1nc2ccccc2c(=O)[nH]1)N1CCN(S(=O)(=O)c2ccc(Cl)c(C(F)(F)F)c2)CC1,0.3,1.2,-10,-19,-3.6,7,2,0.8,-7,6
c1ccc(-n2ncc3cccnc32)cc1,-2.1,2.1,-9,-4,0.2,0,-2,-2.5,5,-3
Cc1ccc(CS(=O)(=O)CCC(=O)N2CCOCC2)cc1,-0.8,0.6,3,-27,-0.3,-7,4,4.1,1,-1
Cc1cc(=O)[nH]c(SC(C(=O)O)c2ccccc2)n1 (stereo not given),-2.2,1.5,1,5,-0.8,-1,-1,4.6,0,-2
O=C(CSc1nc2ccccc2s1)NC1CCS(=O)(=O)C1 (stereo not given),-2.5,1.7,-21,22,0.4,7,-4,-1.5,nt,12
Cc1cccc(C)c1NC(=O)CNC(=O)c1cccnc1,1.2,-1.2,-17,-34,0.8,-1,1,-0.2,-1,1
COc1ccc(/C=C/C(=O)c2ccccc2)c(OC)c1,1.5,3.2,-12,5,-0.7,14,-7,1.1,61*,-6
CC1CCC(N2CC(=O)N(Cc3ccc4c(c3)OCO4)C(c3ccc(F)cc3)C2=O)CC1 (stereo not given),3.5,0.6,-14,nt,0.0,7,-9,0.1,nt,3
COc1cc(C(=O)NCc2ccc3c(c2)OCO3)ccc1OCc1c(C)noc1C,-1.1,0.9,-13,-12,-0.5,-4,-3,2.9,2,-1
Cc1ccc(C(=O)C2COC(=O)C2)cc1 (stereo not given),-3.4,3.5,-13,-6,-0.2,-4,-5,-0.9,nt,2
CCCc1nnc(SCC(=O)O)n1/N=C/c1ccc2c(c1)OCO2,0.1,1.4,-6,nt,-0.5,-2,-1,-1.0,0,1
Cc1cc(O)c2c(CN3CCN(Cc4ccccc4)CC3)cc(=O)oc2c1,1.4,0.2,-18,-13,-5.4,-8,-1,0.6,-1,-2
O=C(COC(=O)c1ccc(Cl)nc1)Nc1ccc(N2CCCCC2)cc1,-0.5,3.9,-15,-10,nt,-6,-2,1.1,-2,-4
COc1ccc(OC)c(-c2csc(NC(=O)Cc3ccc(F)cc3)n2)c1,1.4,5.1,-9,-13,-2.2,5,-4,2.5,0,-14
COc1ccc(CCNC(=O)C(=O)NCC2OCCN2S(=O)(=O)c2ccc(OC)c(C)c2)cc1 (stereo not given),1.7,1.9,-6,-23,-0.5,9,-3,-0.8,-2,0
Cc1sc2nc(CN3CCN(c4ccc(O)cc4)CC3)[nH]c(=O)c2c1C,-0.6,0.6,-15,-5,0.6,-13,2,2.0,-1,4
CCOc1ccccc1OCCOCCN1CCN(Cc2ccccc2)CC1,-2.3,-1.7,-4,23,-1.9,7,0,0.3,-7,-1
OC(CCCCN1CCCCC1)c1ccccc1 (stereo not given),-0.4,3.4,-15,-3,-2.8,5,-2,-1.3,nt,-4
Cc1c(C(=O)Nc2ccc(F)c(F)c2)oc2ccc(S(=O)(=O)N3CCCCC3)cc12,-2.0,1.6,-6,nt,-2.0,-6,-3,0.6,-1,16
CC(C)(C)c1ccc(-c2n[nH]c(=S)n2C2CCCC2)cc1,1.7,3.4,-1,-14,-2.8,2,-1,3.6,nt,14
O=C1CCCC/C=C\C[C@H](CC(=O)N(CCO)Cc2ccccc2)C(=O)N[C@@H](Cc2ccccc2)CO1,-1.8,-1.3,-15,-17,-1.1,3,0,0.4,-3,1
O=C(c1ccc(Cl)c(Cl)c1)N1CCC(=O)N(C(CO)Cc2ccccc2)CC1 (stereo not given),0.3,0.4,-16,-12,-0.4,1,0,1.9,-5,-7
Cn1c(N)c(C(=O)/C=C/c2ccccc2)c(=O)[nH]c1=O,0.7,0.2,-12,13,-3.3,-4,3,0.7,27,5
Cc1ccc(S(=O)(=O)N2CCCC(C(=O)N(Cc3cccs3)C3CC3)C2)cc1 (stereo not given),-0.6,0.2,-16,1,-1.3,10,-5,3.4,-6,7
CCOC(=O)C1=C(c2ccccc2)NC(N)=NC1c1ccc(OCc2ccc(C(=O)OC)cc2)cc1 (stereo not given),4.2,8.3,-9,-22,-6.8,7,4,4.2,-10,34
O=C(Nc1ccc(Cl)cc1)OCCn1nnnc1C(c1ccccc1Cl)N1CCOCC1 (stereo not given),1.6,2.2,-8,-1,-2.2,1,-5,1.7,nt,3
Clc1nc(CN2CCOCC2)nc2sc3c(c12)CCC3,0.8,2.4,-17,8,15,5,0,2.6,-1,-1
CCOC(=O)C1CCCN(c2c(C(=O)c3ccccc3)cnc3ccccc23)C1 (stereo not given),3.5,3.2,8,16,-2.5,6,-4,2.2,-3,13
Cc1cc(NC(=O)CN2C(=O)c3ccccc3C2=O)no1,-3.0,-0.5,-10,5,-0.1,1,0,1.5,-2,-5
CC(=O)Nc1nn(C)c2nc(C)cc(C)c12,0.5,3.3,-16,-24,-0.2,0,-2,2.9,-2,3
CC(C)CCN1CCN(Cc2ccc(Oc3ncccn3)cc2)CC1CCO (stereo not given),-1.1,4.3,-15,-49,0.2,-1,-2,2.1,0,5
Cc1cc(C)c2nc(-c3cccc(Cl)c3)c(C)c(C(=O)N3CCOCC3)c2c1,0.0,-1.4,4,13,-1.1,7,-4,-1.4,-3,28
CCc1ccc(OCC(=O)N/N=C2\CC(=O)c3ccccc32)cc1,0.5,nt,1,2,1.0,0,3,-0.1,nt,0
COc1cc(/C=N/Nc2nn3cnnc3c3ccccc23)cc(OC)c1OC,-0.4,2.8,5,-1,nt,-12,-2,-1.2,2,-3
